aSyn rescue – alpha-synuclein toxicity inhibition in yeast | Potency, µM (doses to about 46.1 µM), for the others: at the highest dose growth rescue (activation), actives largely listed as activators | actives 0.14% (n = 370,000) | Yeast expressing alpha-synuclein, growth rescue, BacTiter-Glo, 24 h | AID 652106; further: potency means the concentration at half of the fitted maximal effect; % of control where 0% means no effect; nearly all actives have a fitted effect of over 65% in size
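Readout is rescue of growth in alpha-synuclein-expressing yeast, so inhibitors of toxicity appear as activators. Growth after 24 hr at 30 deg C in galactose medium is quantified by luminescence.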
Akt phos inh – blocks phosphorylation of Akt; Neuro2A IGF-stimulated pAkt S473 HTRF, 20 min; stronger effect = lower value; activity change, % for hits at 50 µM; actives 0.32% (n = 360,000); in the data active means activity change below about -80%; inconclusive means mostly about -51% to -80%; further: on the % scale 0 is the no-effect control and ±100 the full control effect
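Neuro2A cells (4,500/well, DMEM with 0.5% FBS) were treated with compound at a single 50 µM final concentration, stimulated with 6 nM IGF for 20 min at 37 °C, and lysed. Phospho-Akt Ser473 was read by HTRF as 665/615 ratio ×10^4.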
PTHR1 agonist – agonists of human PTHR1 parathyroid hormone receptor | HEK293 GP2 PTHR1 cells, GloSensor cAMP luminescence, 1 h | actives 0.075% (n = 410,000) | Potency, µM (highest dose often 115 µM), for inactives: top-dose activation, usual class: activators | AID 743266 | Q03431; further: potency means the concentration at half of the fitted maximal effect; nearly all actives have a fitted effect of over 55% in size; some results filed as inactive show a strong effect at the top dose; inactives centre near -15; many of its hits are not listed in these tables
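HEK-293-derived GP2 cells expressing PTHR1 and a GloSensor cAMP reporter, 3,000/well, plated overnight, given luciferin plus IBMX (each 0.5 mM as added) for 1 h at 37 °C, then compound for 1 h at 37 °C. Luminescence was read after 15 min at room temperature.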
GLP1R inv ag – acts as inverse agonist at human GLP-1 receptor; P43220; HEK293 GLP-1R CRE-luciferase, luminescence, 24 h; GLP-1R form is constitutively active; Potency, µM (titrated, usually from 38.3 µM), for the others: at the top dose activity change, negative = inhibition, actives largely listed as inhibitors; actives 1.6% (n = 410,000); further: potency means the concentration at half of the fitted maximal effect; on the % scale 0 is the no-effect control and ±100 the full control effect; nearly all actives have a fitted effect of over 55% in size
Target sequence (P43220 whole entry, looked up): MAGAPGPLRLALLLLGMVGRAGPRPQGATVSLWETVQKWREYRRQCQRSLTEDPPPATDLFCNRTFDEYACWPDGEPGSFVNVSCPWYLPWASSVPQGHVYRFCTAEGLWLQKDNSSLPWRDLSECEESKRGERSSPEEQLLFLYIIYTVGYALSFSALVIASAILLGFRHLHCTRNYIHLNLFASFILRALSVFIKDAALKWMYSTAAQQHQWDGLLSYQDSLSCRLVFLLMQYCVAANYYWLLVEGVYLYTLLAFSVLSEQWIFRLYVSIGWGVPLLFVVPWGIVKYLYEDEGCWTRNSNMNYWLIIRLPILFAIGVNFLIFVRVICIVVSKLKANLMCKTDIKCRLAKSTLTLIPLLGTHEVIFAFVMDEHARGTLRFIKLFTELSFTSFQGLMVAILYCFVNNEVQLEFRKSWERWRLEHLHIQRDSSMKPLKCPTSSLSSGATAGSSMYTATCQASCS
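Using stably transfected HEK293 (constitutively active GLP-1R, cAMP-luciferase reporter), compounds were incubated 24 hr and luciferase measured by luminescence.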
Abeta rescue – compounds reversing amyloid beta toxicity in yeast | yeast expressing A-beta42, growth rescue, OD600, 48 h; response scale: 0% DMSO, 100% iron-clioquinol control | Potency, µM (series often up to 46.1 µM), without a hit: at the top dose growth rescue, hits mostly activators | actives 0.063% (n = 410,000); further: potency means the concentration at half of the fitted maximal effect; nearly all actives have a fitted effect of over 55% in size
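Growth rescue measured by 600 nm absorbance after 48 h yeast culture at 30 C with compound. Values normalized between DMSO and an equimolar ferric chloride plus clioquinol control.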
TDP43 rescue – inhibitors of TDP-43 toxicity in yeast; TDP-43 expressing yeast growth rescue, BacTiter-Glo, 24 h; Potency, µM (doses to about 46.1 µM), for inactives: at the top dose growth rescue (activation), actives largely listed as activators; actives 1.8% (n = 410,000); AID 652104; further: potency means the concentration at half of the fitted maximal effect; % of control where 0% means no effect; nearly all actives have a fitted effect of over 50% in size
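Luminescence from BacTiter-Glo reports growth of TDP-43-expressing yeast after 24 hr at 30 deg C with compound. Cells were raffinose-pregrown to mid-log, then seeded in galactose medium at OD600=0.02.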
FUS suppressor – suppressors of FUS proteinopathy in yeast. S. cerevisiae FUS-expressing, growth rescue, OD600, 24 h. Potency, µM (doses to about 76.6 µM), without a hit: at the highest dose growth rescue (activation), most hits filed as activators. actives 0.24% (n = 390,000). AID 1347120;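 further: potency means the concentration at half of the fitted maximal effect; plate controls were DMSO vehicle for no effect and reference control for full effect; nearly all actives have a fitted effect of over 55% in size; some results filed as inactive show a strong effect at the top dose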
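Yeast FUS proteinopathy model; galactose-induced FUS (2%), starting OD 0.005. Cpds in dilution series, 24hr, 30C, 99% humidity. Abs 600 nm growth. Pos ctrl CP55940 (top 92uM final); neg ctrl DMSO.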
D3 antag – antagonists of human D3 dopamine receptor; D3R cells, DiscoveRx beta-arrestin luminescence, antagonist mode; stronger effect = lower value; max response, negative = inhibition, %; actives 2.5% (n = 360,000); AID 652054; in the data active means max response below about -50%; inconclusive means no clear call, values can overlap the other calls; further: on the % scale 0 is the no-effect control and ±100 the full control effect; mostly tested at two doses, the higher about 12 µM
Target sequence (P35462 whole entry, looked up): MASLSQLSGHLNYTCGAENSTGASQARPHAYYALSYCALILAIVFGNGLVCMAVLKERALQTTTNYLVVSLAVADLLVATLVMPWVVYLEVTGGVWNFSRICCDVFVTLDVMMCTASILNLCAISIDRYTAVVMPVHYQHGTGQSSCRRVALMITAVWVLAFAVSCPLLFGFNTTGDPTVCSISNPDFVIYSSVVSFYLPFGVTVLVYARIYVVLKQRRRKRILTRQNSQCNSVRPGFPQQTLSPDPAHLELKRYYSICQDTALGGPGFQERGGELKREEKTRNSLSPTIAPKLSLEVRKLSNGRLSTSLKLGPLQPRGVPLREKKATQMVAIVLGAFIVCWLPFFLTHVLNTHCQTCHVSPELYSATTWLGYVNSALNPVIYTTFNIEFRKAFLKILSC
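Cells plated overnight at 1500 cells/well, then exposed to library compounds with dopamine controls for 90 minutes at 37 degrees C. DiscoveRx reagent added for 30–60 minutes at room temperature; luminescence read, quantitative HTS format.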
GLP-1R agonist – agonists of human GLP-1 receptor; actives 0.007% (n = 380,000); HEK293 GLP-1R CRE-luciferase, luminescence, 4-6 h; cells express a hypersensitive GLP-1R form; Potency, µM (titrated, usually from 45.6 µM), inactives show at the top dose activation, hits mostly activators; further: potency means the concentration at half of the fitted maximal effect; % of control where 0% means no effect
An asterisk follows results filed as active; i = inactive; ? = inconclusive; . = not tested or not shown; [ ] = remark or other dose. Unless noted, the call rests on the fitted dose curve; in most records, active means well fitted curve in the direction sought with a large enough effect; inconclusive means small, poorly fitted or top-dose-only effect, or another doubt; inactive means no such curve, though single readings can be large; an effect the other way counts as inactive or inconclusive.

Results follow in this order: aSyn rescue, Akt phos inh, PTHR1 agonist, GLP1R inv ag, Abeta rescue, TDP43 rescue, FUS suppressor, D3 antag, GLP-1R agonist
CCOC(=O)c1[nH]c(C)c(C(=O)N2CCN(c3ccc(OC)cc3)CC2)c1C
→ -1%, i, i, 13%, 13%, -10%[0.397 µM], 13%, 6, 11%
Cc1ccc(NC(=S)NC(=O)c2ccc(-c3ccc(Cl)cc3)o2)c(O)c1
→ -1%, i, -11%, ?, 5%, 19%, 0%, -101*, -10%
COC(=O)C1=C(C)N=C2SCCC(=O)N2C1/C=C/c1ccccc1 (stereo unspecified)
→ 5%, i, -6%[57.5 µM], -26%, ?, 11%, 18%, -20, 0%
CCCc1nnc(NC(=O)CCCC(=O)O)s1
→ 7%, i, 26%[57.5 µM], 16%, -1%, -14%, 43%, -20, -13%
CN(CC(=O)Nc1ccccc1Sc1ccccc1)Cc1nc2ccccc2c(=O)[nH]1
→ 15%, i, -20%, ?, -1%, 1%, 36%, -18, 16%
COc1ccc(C(=O)c2cnc3ccc(C)cc3c2S(=O)(=O)c2ccccc2)cc1
→ ., ., i, ?, 1%, 23%, ?, ., .
O=C(/C=C/c1ccccc1)Nc1ccc(Cl)cn1
→ 0%, i, -20%, -25%, -8%, 20%, -1%, 3, 0%
O=C(c1ccco1)N1CCN(C(=O)C2CC(=O)N(c3ccc(Cl)cc3)C2)CC1 (stereo unspecified)
→ -14%, i, -13%, -15%, -10%, -4%, ?, -21, 3%
Cc1ccc(-c2nn(CCC(=O)O)cc2/C=C\C(=O)c2ccc(Br)cc2)cc1
→ -67%[inhibitor], i, -47%, ?, -95%[inhibitor], 2%, ?, -27, -6%
Cc1cccc(C2c3[nH]c4ccccc4c3CCN2C(=O)Cc2nc(-c3ccccc3)n[nH]2)n1 (stereo unspecified)
→ 1%, i, -9%, 11µM*, 0%, -17%, 43%, -25, 17%

Reprinted from the part before: three compounds, then new ones.
Results follow in this order: aSyn rescue, Akt phos inh, PTHR1 agonist, GLP1R inv ag, Abeta rescue, TDP43 rescue, FUS suppressor, D3 antag, GLP-1R agonist
O=C(c1ccco1)N1CCN(C(=O)C2CC(=O)N(c3ccc(Cl)cc3)C2)CC1 (stereo unspecified)
→ -14%, i, -13%, -15%, -10%, -4%, ?, -21, 3%
Cc1ccc(-c2nn(CCC(=O)O)cc2/C=C\C(=O)c2ccc(Br)cc2)cc1
→ -67%[inhibitor], i, -47%, ?, -95%[inhibitor], 2%, ?, -27, -6%
Cc1cccc(C2c3[nH]c4ccccc4c3CCN2C(=O)Cc2nc(-c3ccccc3)n[nH]2)n1 (stereo unspecified)
→ 1%, i, -9%, 11µM*, 0%, -17%, 43%, -25, 17%
CC(OC(=O)C1=COCCO1)C(=O)Nc1cc(S(=O)(=O)N2CCCCC2)ccc1Cl (stereo unspecified)
→ -8%, i, i, 65%[activator], -7%, -24%, 35%, -11, 31%
CCSc1nnc(NC(=O)[C@@H](NC(=O)c2ccccc2)C(C)C)s1
→ -6%, i, -20%, -26%, 7%, 4%, -4%, 4, -3%
COc1cccc(CNC(=O)c2ccccc2N)c1
→ -2%, i, i, 9%, 16%, 19%, -16%, 0, 0%
CC1CCN(c2ccccc2NC(=O)c2ccc(F)cc2)CC1
→ ., ., -20%, 0%, 6%, 13µM*, 5%, 5, 8%
CC(C)CNc1nc(Oc2ccc(=O)[nH]n2)nc(N2CCOCC2)n1
→ 0%, i, -8%, -21%, -1%, -10%, 4%, 15, 18%
Cn1c(C(=O)Nc2ccc(Cl)cc2)cc2cc(Cl)ccc21
→ -4%, i, ?, 17%, -19%, -24%, -28%, 3, 0%
O=C(CN(C(=O)CCC(=O)Nc1nccs1)c1ccc(F)cc1)NCc1ccc2c(c1)OCO2
→ -5%, i, i, -13%, 5%, -10%, 18%, 4, 19%
CCc1nc2ccc(C(=O)NCc3cccs3)cn2c1N(CC)CCOC
→ 1%, i, -5%, 24%, 4%, 0%, -18%, 14, -7%
CCOC(=O)N1CCN(C(=O)Cn2ncn3nc(-c4cccs4)cc3c2=O)CC1
→ 1%, i, -7%[57.5 µM], 2%, 2%, -15%, -11%, -16, -1%
COc1cccc(Nc2nc3ccccc3nc2NS(=O)(=O)c2cccs2)c1
→ 1%, i, -23%[57.5 µM], 0%, 13%, -2%, 22%, -23, 3%
COc1ccc(NC(=O)C(c2ccccc2)n2c(=O)c(-c3cc4ccccc4[nH]3)nc3ccccc32)cc1 (stereo unspecified)
→ 0%, i, i, ?, 4%, ?, 42%, -4, .
CCCCCCN1C[C@H](O)[C@@H](n2cc(-c3ccc(F)cc3)nn2)C[C@@H]1c1ccccc1
→ -5%, i, -17%, 5µM*, 3%, 16%, 24%, 1, -1%
CCc1ccc(-c2nn(CC(=O)NCc3ccccc3)c3c2cnc2ccc(F)cc23)cc1
→ ., ., -3%, 4%, -4%, 18%, -27%, ., .
Cc1cccc(/C=N\Nc2cn[nH]c(=O)c2Cl)c1
→ -16%, i, -53%[inhibitor], 19%, -2%, -21%, 22%, -82*, 12%
CCC(C)[C@H](N)c1cn([C@@H](Cc2ccc(O)cc2)C(=O)N2CCNCC2)nn1 (stereo partly specified)
→ -4%, i, -9%, 2%, -4%, -1%, -17%, 27, -2%
O=C(CN1C(=O)NC2(CCCc3ccccc32)C1=O)N1CCc2ccccc2C1 (stereo unspecified)
→ -1%, i, i, -11%, -13%, -4%, 6%, -2, 5%
CCOC(=O)N1CCC(NC(=O)C2CCN(S(=O)(=O)N3CCC(C)CC3)CC2)CC1
→ 9%, i, i, -3%, -6%, -11%, 26%, 9, -17%
O=C(NC(=S)Nc1ccc(-c2ccc(CO)o2)cc1)c1cccs1
→ 8%, i, -9%, -3%, -5%, 11%, 33%, 26, 6%
N#CC1=C(N)Oc2cc(N)ccc2C1c1cccc(F)c1 (stereo unspecified)
→ 3%, i, -16%, ?, 6%, 4%, 23%, -12, 24%
CN1OC[C@@H]2CN(S(=O)(=O)c3ccccc3)[C@H](c3ccccc3Br)C[C@@H]21
→ 4%, i, -1%, 11%, 7%, 26%, 12%, 22, 0%
O=C(COC(=O)CNC(=O)c1ccc(Br)o1)Nc1ccccc1OC(F)F
→ 4%, i, i, 2%, 6%, 0%, -7%, -2, 0%
CCCCSc1n[nH]c(N)n1
→ 0%, i, -23%, 4%, -3%, 9%, -33%, 4, 1%
Cc1cc(F)ccc1NC1(c2ccccc2)C(=O)c2ccccc2C1=O
→ 5%, ., -6%, -16%, -22%, 19%, -3%, ., 0%
CC(C)c1ccc(/C=C(/C#N)c2nnc(NC(=O)c3ccccc3)s2)cc1
→ -4%, i, i, 12%, -18%, -21%, 8%, 0, 7%
COc1ccc2oc3cc(NCCN(C)C)ccc3c(=O)c2c1
→ 2%, ., -33%, ?, -5%, 18%, 5%, 6, -11%
COc1ccc2oc(C(=O)NCC(Cc3ccccc3)N(C)C)c(C)c2c1 (stereo unspecified)
→ 3%, i, -4%, ?, 2%, -16%, 16%, -1, 12%
COc1ccc(C(=O)NNS(=O)(=O)c2ccccc2)cc1
→ 4%, i, 2%, 0%, 0%, 0%, ., 27, 1%
Cc1csc(NC(=O)c2cc[n+]([O-])cc2)n1
→ -4%, i, i, 13%, -11%, -22%, 3%, -12, -3%
CCOC(=O)c1nnc(-c2ccccc2)nc1NCc1ccc(Cl)cc1
→ 2%, i, -7%, ?, 13%, 13µM*, 22%, 9, -4%
Cc1ccccc1OCC(=O)Nc1ccc(OCc2cc(=O)n3ccccc3n2)cc1
→ ., ., 12%, 11%, -18%, 3%, 15%, ., .
Cc1cc2ccccc2n1CCNC(=O)c1cccs1
→ -9%, i, 0%, ?, -5%, -28%, 39%, 0, 0%
BrC(=C\c1ccccc1)/C=N/Nc1nc(N2CCOCC2)nc(N2CCOCC2)n1
→ 6%, i, -7%, -30%, -55%[inhibitor], ?, 16%, 0, 12%
C=CCn1c(CCC(O)COCCCCC)n[nH]c1=S (stereo unspecified)
→ -6%, i, -12%, 10%, -3%, 9%, 1%, -16, -8%
COC(=O)N/N=C1/C/C(=N\NC(=O)OC)c2ccccc21
→ 5%, i, -9%, 4%, 8%, 6%, -3%, 3, -1%
COCCn1nnnc1C(c1cc2c(C)cc(C)cc2[nH]c1=O)N1CCCCCC1 (stereo unspecified)
→ 8%, i, i, 2%, 4%, -27%, 8%, -15, 7%
COc1ccc(-n2c(SCC(=O)Nc3cccc(S(N)(=O)=O)c3)nc3ccccc3c2=O)cc1OC
→ -1%, i, -11%, -4%, -1%, -16%, 44%, 6, 13%
Cc1ccc(Cl)cc1NC(=O)COc1ccccc1
→ -1%, i, i, 3%, 6%, ?, -18%, -22, 15%
CCn1c(SCC(=O)Nc2ccc3c(c2)OCCO3)nnc1-c1ccccn1
→ -13%, i, i, 7%, -5%, -8%, 19%, 14, 1%
CCOc1ccc(NC(=S)Nc2ccc(OC(F)(F)F)cc2)cc1
→ 3%, i, i, -25%, -3%, 2%, 7%, 26, -10%

Limited to aSyn rescue and FUS suppressor, for some of the entries so far:
| smiles | aSyn rescue | FUS suppressor |
| --- | --- | --- |
| O=C(NC(=S)Nc1ccc(-c2ccc(CO)o2)cc1)c1cccs1 | 8% | 33% |
| N#CC1=C(N)Oc2cc(N)ccc2C1c1cccc(F)c1 (stereo unspecified) | 3% | 23% |

An excerpt. The share of hits here may be higher or lower than overall.
